bIAP inhibitor: blocks bovine intestinal alkaline phosphatase activity. purified bovine IAP, CDP-star luminescence, 30 min. inhibition, % at 20 µM. 190,000 tested, under 10 active. AID 1019;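 active = over 50% inhibition of intestinal alkaline phosphatase at 20 µM in the single-dose screen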
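System: purified bovine intestinal alkaline phosphatase (IAP) enzyme; Input: IAP diluted 1/65,000,000 in the well; Measured by: CDP-star luminescence signal; Compound dosing: 20 µM single dose; Incubation: 30 min reaction at room temperature.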
RAM network inh: blocks the yeast RAM network | S. cerevisiae dse1pr::URA3 reporter, 5-FOA growth OD615, 2 d; analog-sensitive cbk1-as2 kinase mutant strain | inhibition, % at 50 µM | 1.8% of 190,000 active | AID 868;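 active = inhibition above a set limit, 3 SD over mean compound inhibition, cut at about 8.4% in these data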;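 also: 0% = DMSO-only wells with no growth and 100% = 10 µM 1-NA-PP1 full growth; inhibition rescues growth on 5-FOA so higher OD means more RAM inhibition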
TNAP inh hi DEA: blocks human TNAP under high phosphate acceptor concentration; inhibition, % at 20 µM; purified TNAP, CDP-star luminescence, 1 M DEA; 0.03% of 200,000 active;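 active = over 50% inhibition of tissue-nonspecific alkaline phosphatase at 20 µM in the single-dose screen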;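 also: plate controls were DMSO wells for no effect and EDTA-quenched wells as full inhibition for full effect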
Target sequence (P05186 whole entry, looked up): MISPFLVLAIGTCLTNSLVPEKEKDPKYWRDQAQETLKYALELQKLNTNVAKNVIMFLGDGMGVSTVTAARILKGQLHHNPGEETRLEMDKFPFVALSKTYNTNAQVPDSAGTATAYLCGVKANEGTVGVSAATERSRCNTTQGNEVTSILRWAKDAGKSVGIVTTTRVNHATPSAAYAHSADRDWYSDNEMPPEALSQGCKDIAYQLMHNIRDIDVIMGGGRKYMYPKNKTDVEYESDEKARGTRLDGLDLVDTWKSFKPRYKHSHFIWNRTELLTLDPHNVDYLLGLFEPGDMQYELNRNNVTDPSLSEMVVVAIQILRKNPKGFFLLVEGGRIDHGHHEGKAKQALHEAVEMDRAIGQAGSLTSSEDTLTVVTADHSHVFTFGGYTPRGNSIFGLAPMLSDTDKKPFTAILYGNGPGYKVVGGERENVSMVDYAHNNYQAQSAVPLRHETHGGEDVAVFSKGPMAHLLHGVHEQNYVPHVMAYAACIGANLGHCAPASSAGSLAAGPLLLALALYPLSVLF
TNAP inh noacc: blocks human TNAP activity with no phosphate acceptor present; P05186; purified TNAP, CDP-star luminescence, 30 min; inhibition, % at 20 µM; 0.26% of 200,000 active; AID 1012;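 active = tissue-nonspecific alkaline phosphatase inhibition above about 50% at 20 µM in the single-dose screen, limit read from the data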;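 also: 0% = DMSO negative control and 100% = EDTA positive control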
APP transl inh: APP translation inhibition. SH-SY5Y APP 5'UTR-luciferase reporter, luminescence. inhibition, % at 2 µM. 0.82% of 190,000 active. AID 1285;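 active = inhibition above a set limit, derived from the sample mean plus 3 SD, cut at about 45% in these data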; also: values of inactives mirror those of a sister screen read the other way
TNAP act hi DEA: increases human TNAP activity under high phosphate acceptor concentration; P05186; purified TNAP, CDP-star luminescence, 1 M DEA, 30 min; stronger effect = higher value; 0 = EDTA background, 1 = DMSO-only activity; activation factor at 20 µM; 200,000 tested, under 10 active;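 active = activation factor at least 2 at 20 µM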
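Test system – human TNAP · Doses – 20 µM single point · Incubation – 30 min, room temperature · Signal – luminescent substrate turnover signal · Read-out basis – activation factor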
FLuc stim CS: firefly luciferase counter-screen for stimulation assays; activation factor at 10 µM; 200,000 tested, under 10 active; ATPlite luciferase biochemical, luminescence, 10 min; 0 = ATP-free wells, 1 = DMSO control;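 active = luciferase activation factor, scaled between plate controls, of at least 2 with compound at 10 µM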
Target sequence (P08659 whole entry, looked up): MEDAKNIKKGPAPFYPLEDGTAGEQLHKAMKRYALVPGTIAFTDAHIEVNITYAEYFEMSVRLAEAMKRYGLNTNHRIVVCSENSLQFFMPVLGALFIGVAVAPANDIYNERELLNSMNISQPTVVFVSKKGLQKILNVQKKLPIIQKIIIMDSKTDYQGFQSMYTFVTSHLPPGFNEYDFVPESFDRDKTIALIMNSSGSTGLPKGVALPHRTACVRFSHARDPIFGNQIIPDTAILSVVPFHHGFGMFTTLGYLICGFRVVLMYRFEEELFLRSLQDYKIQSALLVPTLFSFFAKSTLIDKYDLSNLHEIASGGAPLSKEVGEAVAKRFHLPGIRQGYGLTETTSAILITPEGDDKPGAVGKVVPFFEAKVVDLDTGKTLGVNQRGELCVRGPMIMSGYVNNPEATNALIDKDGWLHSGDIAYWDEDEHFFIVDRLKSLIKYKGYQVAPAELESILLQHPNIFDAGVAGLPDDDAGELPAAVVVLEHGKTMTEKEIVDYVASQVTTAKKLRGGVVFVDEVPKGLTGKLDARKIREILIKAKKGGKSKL
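Material: luciferase plus luciferin reagent, cell-free. Medium: PBS buffer for ATP. Also added: ATP substrate, dispensed from a 10.24 µM working solution in PBS. Doses: test compounds dosed from 2 mM stocks in 100% DMSO. Incubation: 10 min post-reagent at room temperature. Technique: light output (luminescence). Read-out basis: luminescence gain marking luciferase activators.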
Lmaj promast: Leishmania major promastigote growth inhibition; Leishmania major promastigotes, resazurin fluorescence viability; inhibition, % at 10 µM; 9% of 200,000 active; AID 1063; in the data active = inhibition above about 50%;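 also: promastigotes grown with compound for 44 hours at 28 °C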
FLuc inhib CS: Photinus pyralis luciferase inhibition counter-screen | ATPLite firefly luciferase biochemical luminescence, 10 min | 1.5% of 200,000 active | inhibition, % at 10 µM | P08659 | AID 1006;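 active = inhibition above about 50% when tested at 10 µM, limit read from the data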
bIAP activator: intestinal alkaline phosphatase (bovine) activation; purified bovine IAP, CDP-star luminescence, 30 min; stronger effect = higher value; fold of DMSO-control signal, blank-subtracted; activation factor at 20 µM; 0.17% of 200,000 active; AID 1016;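 active = activation factor of 2 or more at 20 µM, a signal rise over negative controls twice the positive control's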
Starred values were filed as active, the others as inactive; . = no result given.

SMILES | bIAP inhibitor | RAM network inh | TNAP inh hi DEA | TNAP inh noacc | APP transl inh | TNAP act hi DEA | FLuc stim CS | Lmaj promast | FLuc inhib CS | bIAP activator
Cc1ccc(OCc2ccoc2C(=O)O)cc1C | 0 | -1.5 | -3 | -10 | -12 | 1 | 0.8 | -7 | 17 | 1
CCC(=O)c1cn(CC(=O)O)c2ccccc12 | 3 | 1.0 | 0 | -4 | -20 | 1 | 1 | -4 | -1 | 1
NS(=O)(=O)c1ccc(CNC(=O)CCC2CCCCC2)cc1 | 8 | -0.5 | -1 | -12 | -18 | 1 | 1 | 2 | -3 | 0.9
CC(c1ccccc1)N1CCc2[nH]c(=S)[nH]c(=O)c2C1 (stereo not given) | -2 | -0.5 | -1 | -10 | 4 | 1 | 1.1 | 17 | -12 | 1
CC1CCCC(NC(=O)c2cn(C)c3ccc(S(=O)(=O)N4CCCC4)cc3c2=O)C1C (stereo not given) | -6 | 1.1 | 4 | 0 | 6 | 1 | 1 | 63* | -3 | 1.1
COC(=O)C(Cc1c[nH]c2ccccc12)N1CCS(=O)(=O)CC1 (stereo not given) | 3 | 0.1 | -4 | -8 | 13 | 1 | 1.1 | -6 | -5 | 1
O=C(OCCN=C1NS(=O)(=O)c2ccccc21)c1ccncc1 | 6 | 0.5 | -6 | -11 | -12 | 1.1 | 1 | -2 | -4 | 0.9
Cc1cccc(C)c1OCCNC(=O)CCC(=O)c1ccccc1 | 1 | 0.4 | -3 | -17 | -4 | 1 | 1.1 | -6 | -6 | 1
CCCCCNC(=O)c1cc(S(=O)(=O)N2CCCCC2)ccc1F | 11 | 1.6 | -4 | -13 | 4 | 1 | 1 | -4 | -2 | 0.9
Cc1cc2ncn(/N=C/c3ccc(-c4ccccc4)o3)c2cc1C | 1 | 9.5* | 1 | 10 | -14 | 1 | 1 | -2 | 2 | 1
CC[C@H](C)[C@@H]1NC(=O)c2cc([N+](=O)[O-])cc(I)c2NCC[C@@H](C(N)=O)NC(=O)[C@H](CCCN=C(N)N)NC1=O | 8 | 2.0 | -3 | -5 | 12 | 1 | 1 | -6 | -3 | 0.9
O=C(Nc1ccccc1OC(F)F)c1ccc(F)cc1 | 17 | 0.4 | -1 | -9 | 9 | 1 | 1 | -6 | -4 | 0.8
CCn1c(COc2ccccc2)nnc1SCC(=O)NC1CCCCC1 | 1 | 0.5 | 0 | -4 | 4 | 1 | 1 | -3 | -2 | 1
COc1ccc2c(c1)OCC1=C2CCC2(C)C(=O)CC=C12 (stereo not given) | 11 | 4.5 | -4 | 5 | -24 | 1 | 1 | 52* | 0 | 0.9
COc1ccc2cc(CN(Cc3ccco3)Cc3nnnn3C3CCCCC3)c(=O)[nH]c2c1 | -4 | 1.7 | -8 | 1 | -19 | 1.1 | 1.1 | 96* | -8 | 1
CCOC(=O)c1cn(-c2nc(-c3ccc(Cl)cc3)cs2)c2c(F)c(N3CC(C)OC(C)C3)c(F)cc2c1=O (stereo not given) | 5 | 1.9 | 1 | -4 | -17 | 1 | 1.1 | 8 | -8 | 0.9
CCOC(=O)c1nc(Nc2cc(C)cc(C)c2)c2ccccc2n1 | 1 | 0.1 | 0 | 4 | -7 | 1 | 1 | 52* | -3 | 1
COc1ccc(OC)c(CCNC(=O)CC2Oc3ccccc3NC2=O)c1 (stereo not given) | 13 | 7.1 | -8 | -16 | -2 | 1.1 | 1 | -1 | -3 | 0.9
CSc1ccccc1C(=O)N1CCN(c2ccc(F)cc2)CC1 | 7 | -0.2 | -3 | -10 | 3 | 1 | 1.1 | 1 | -9 | 0.9
CC1(C)CC(=O)CC(C)(C)N1OC(=O)c1ccco1 | 0 | -0.5 | 1 | -17 | 4 | 1 | 1 | -7 | 0 | 1

Six of the compounds above, with two lines to a compound:
Order of results: bIAP inhibitor, RAM network inh, TNAP inh hi DEA, TNAP inh noacc, APP transl inh, TNAP act hi DEA, FLuc stim CS, Lmaj promast, FLuc inhib CS, bIAP activator
- CCC(=O)c1cn(CC(=O)O)c2ccccc12
→ 3, 1.0, 0, -4, -20, 1, 1, -4, -1, 1
- CC1CCCC(NC(=O)c2cn(C)c3ccc(S(=O)(=O)N4CCCC4)cc3c2=O)C1C (stereo not given)
→ -6, 1.1, 4, 0, 6, 1, 1, 63*, -3, 1.1
- CC(c1ccccc1)N1CCc2[nH]c(=S)[nH]c(=O)c2C1 (stereo not given)
→ -2, -0.5, -1, -10, 4, 1, 1.1, 17, -12, 1
- Cc1cc2ncn(/N=C/c3ccc(-c4ccccc4)o3)c2cc1C
→ 1, 9.5*, 1, 10, -14, 1, 1, -2, 2, 1
- CCOC(=O)c1nc(Nc2cc(C)cc(C)c2)c2ccccc2n1
→ 1, 0.1, 0, 4, -7, 1, 1, 52*, -3, 1
- CCn1c(COc2ccccc2)nnc1SCC(=O)NC1CCCCC1
→ 1, 0.5, 0, -4, 4, 1, 1, -3, -2, 1

(next part)
SMILES | bIAP inhibitor | RAM network inh | TNAP inh hi DEA | TNAP inh noacc | APP transl inh | TNAP act hi DEA | FLuc stim CS | Lmaj promast | FLuc inhib CS | bIAP activator
O=C(O)c1ccc(NS(=O)(=O)/C=C/c2ccccc2)cc1O | -2 | 2.2 | -3 | -3 | 14 | 1 | 1 | -8 | 0 | 1
CCOc1cc(C)ccc1OCc1nnc(SCC(=O)c2cccc([N+](=O)[O-])c2)n1C | -1 | 8.1 | 4 | -5 | -14 | 1 | 1 | 2 | -1 | 1
O=C(O)CNC(=O)CC1S/C(=N/N=C/c2ccccc2O)NC1=O (stereo not given) | -4 | 2.6 | 0 | -8 | 5 | 1 | 1 | -4 | 2 | 1
CC1=CC(C)(C)N(C(=O)CSc2nnc(-c3ccccc3)o2)c2ccc(C)cc21 | 12 | 6.2 | 0 | -3 | -11 | 1 | 1 | 13 | 0 | 0.9
CSc1ncccc1C(=O)OCc1ccc(COC(=O)c2cccnc2SC)cc1 | 8 | 2.1 | 1 | 0 | . | 1 | 1 | -3 | -3 | 0.9
Cc1cc(N/N=C/c2c(O)ccc3ccccc23)nc(-c2ccccc2O)n1 | 22 | 5.3 | 13 | -90 | 58* | 0.9 | 1 | 97* | -2 | 0.8
O=C(Nc1ccccc1)c1ccccc1OCc1ccc(S(=O)(=O)N2CCOCC2)cc1 | 17 | 5.8 | -3 | 13 | -8 | 1 | 1 | -3 | -1 | 0.8
CN(C)S(=O)(=O)NC(c1ccccc1)c1ccccc1 | 20 | 1.2 | -4 | -11 | 4 | 1 | 1.1 | 4 | -5 | 0.8
COc1ccc(CCNC(=O)C/C(C)=N/NC(=O)c2ccc(N)cc2)cc1OC | 8 | 3.8 | -1 | 3 | -13 | 1 | 1.1 | -10 | -7 | 0.9
Cc1oc(-c2ccccc2F)nc1CN1CCC(C(=O)NC2CC2)CC1 | -4 | 0.3 | -10 | -14 | 16 | 1.1 | 1.1 | 1 | -6 | 1
O=C(CSc1nccc(-c2ccc(Br)cc2)n1)NCCc1ccccc1 | 24 | 4.3 | -5 | -6 | . | 1.1 | 1.1 | -7 | -11 | 0.8
CC1CCCC(NC(=O)C2CCCN2S(=O)(=O)c2cccc3nsnc23)C1C (stereo not given) | -13 | 3.7 | -4 | 8 | 7 | 1 | 1.1 | 1 | -8 | 1.1
O=C(CCCOc1ccc(Cl)cc1Cl)NCCCn1ccnc1 | 7 | 1.2 | -4 | -2 | 12 | 1 | 1.1 | 66* | -6 | 0.9
c1nc2n(n1)C1=C(CCCC1)C1(CCCCC1)N2 | -9 | 1.2 | -1 | -10 | -9 | 1 | 1 | 31 | -4 | 1.1
CC1=C(C(N)=O)C(c2ccccn2)n2nc(-c3ccccc3Cl)nc2N1 (stereo not given) | 11 | -0.6 | 1 | 14 | 3 | 1 | 1 | -6 | 1 | 0.9
O=C(Nc1ccc(Cl)cc1)N1CCC(CO)(Cc2ccccc2)CC1 | 2 | 3.1 | -4 | -7 | 0 | 1 | 1.1 | -1 | -8 | 1
Cc1ccccc1NS(=O)(=O)c1cc(C(=O)Nc2cccc(N(C)S(C)(=O)=O)c2)ccc1C | 3 | 5.0 | -8 | -12 | -6 | 1.1 | 1 | 97* | -4 | 1
COc1cc2c(=O)nc3n(c2cc1OC)C(c1ccccc1)N=C(N)N3 (stereo not given) | 5 | 1.6 | 2 | -6 | -10 | 1 | 1 | 9 | -1 | 0.9
CCOC(=O)c1c(COc2ccccc2)oc2ccc(O)cc12 | 16 | 2.2 | -9 | -14 | 0 | 1.1 | 1.1 | -3 | -7 | 0.8
O=C(N/N=C/C(Br)=C/c1ccccc1)c1cccs1 | 6 | -0.1 | -4 | -5 | -147 | 1 | 0.5 | 8 | 46 | 0.9
COc1ccccc1NS(=O)(=O)c1ccc(Br)s1 | -2 | 1.8 | -5 | 2 | -4 | 1 | 1.1 | 0 | -9 | 1
CN1CCc2nc3sc(C(=O)NCc4ccccc4)c(N)c3cc2C1 | -2 | 0.9 | 2 | -2 | -10 | 1 | 1.1 | 5 | -5 | 1
Cc1cc(C)n(-c2ccc(C(=O)O)cc2[N+](=O)[O-])n1 | 7 | 1.8 | 0 | -6 | 5 | 1 | 1 | -2 | -3 | 0.9
COc1nc(-c2ccccc2)nc(C)c1CC(=O)O | -4 | 0.3 | -2 | -7 | 9 | 1 | 1 | -7 | 0 | 1
CC(=O)Nc1ccc(S(=O)(=O)Nc2nc3ccccc3nc2N2CCCCCC2)cc1 | 2 | 6.1 | 0 | -10 | 0 | 1 | 1 | -6 | -2 | 1
CC(C)CCn1cnc2c1c(=O)n(C)c(=O)n2C | 6 | -0.4 | -4 | -8 | -7 | 1 | 1 | 0 | -4 | 0.9
COc1ccc(/C=C/C(=O)OCn2c(SC)nnc(C)c2=O)cc1OC | 2 | 1.3 | 0 | -5 | 9 | 1 | 1 | 10 | -4 | 1
COc1ccc(-c2cn(-c3ccc(Br)cc3)c3[n+]2CCS3)cc1 | -6 | -0.5 | -1 | -39 | -7 | 1 | 1.1 | 100* | -7 | 1.1
CCSc1ccc(-c2nn(-c3ccccc3)cc2/C=C(/C#N)C(=O)NC)cc1 | 13 | 3.7 | -4 | -8 | 23 | 1 | 1 | 11 | -4 | 0.9
CCC(CO)n1c(SCc2cc([N+](=O)[O-])cc3c2OCOC3)nc2ccccc2c1=O (stereo not given) | -4 | 1.0 | 4 | -3 | -8 | 1 | 1 | 81* | -2 | 1
Cc1ccc(C(=O)COC(=O)c2cc(Cl)nc3ccccc23)cc1C | 19 | 3.3 | -1 | -6 | 0 | 1 | 0.9 | -7 | 7 | 0.8
CCC(C(=O)NCc1ccc(F)cc1)N(Cc1ccco1)C(=O)c1snc(C(N)=O)c1N (stereo not given) | 5 | 0.3 | -8 | -14 | 1 | 1.1 | 1 | -2 | -5 | 0.9
CC1=NN(C(=O)Cn2nc([N+](=O)[O-])c(Br)c2C)C(O)(C(F)(F)F)C1 (stereo not given) | -7 | 1.0 | -2 | -1 | 6 | 1 | 1.1 | -1 | -10 | 1.1
COC(=O)Nc1ccc(S(=O)(=O)N2CCCC(C(=O)O)C2)cc1 (stereo not given) | -1 | 0.9 | -3 | -13 | -4 | 1 | 1 | -5 | -3 | 1
Cc1ccc(C)c(S(=O)(=O)N(C(=O)c2ccncc2)c2ccc(OC(=O)c3ccncc3)cc2)c1 | -2 | 4.6 | -1 | 0 | -7 | 1 | 1 | 5 | -5 | 1

Screens deposited in PubChem by several laboratories.
